High-throughput results as filed in PubChem BioAssay.
ERK EGF block – blocks ERK signaling stimulated by EGF; HEK293-V1b, EGF-stimulated phospho-ERK AlphaScreen; Potency, µM (series often up to 11.5 µM), for inactives: at the highest dose activity change, negative = inhibition, hits mostly inhibitors; 130,000 tested, 0.41% active; AID 1454; active = well fitted inhibition curve with a large enough effect; inconclusive = small, poorly fitted or top-dose-only effect, or effect the other way;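 note: plate controls were stimulated vehicle wells for no effect and unstimulated vehicle basal for full effect; nearly all actives have a fitted effect of over 55% in size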
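Compounds are titrated over HEK293-V1b cells kept overnight in 1% FBS. After 30 min at 37C, EGF (25 nM final) triggers ERK phosphorylation for 5 min, measured by AlphaScreen in lysates.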
The depositor's hits bear a star; ? = inconclusive; [ ] = remark or other dose. Potency is the fitted concentration of half-maximal effect.

no.	canonical_smiles	ERK EGF block
1	CCOc1ccc2c(c1)c(N=O)c(O)n2C	-7%
2	C/C(=N\NC(=O)CCCOc1ccc(Cl)cc1C)c1ccc(C)o1	18%
3	COc1ccccc1/C=C/C=N/n1c(-c2n[nH]c3c2CCC3)n[nH]c1=S	11%[57.5 µM]
4	CCOC(=O)c1ccc(N2C(=O)CC(Nc3ccc(O)cc3)C2=O)cc1 (stereo unspecified)	1%[57.5 µM]
5	CCC[C@H]1C(=O)N2C(N(C)C)=Nc3ccc(C)cc3N2C1=O	9%[25.7 µM]
6	O=C(CCc1nnc(CCc2ccccc2)o1)NC(c1cccnc1)C(F)(F)F (stereo unspecified)	-3%[57.5 µM]
7	CN(C)CCNc1c2c(nc3nnnn13)CCCC2	13%
8	Cc1ccc(N2C(=O)C3ON(c4ccccc4)C(CC(C)C)C3C2=O)cc1 (stereo unspecified)	17%[57.5 µM]
9	NC(=O)CSc1nc2ccc([N+](=O)[O-])cc2[nH]1	-4%
10	COc1ccc(C(NC(=O)C2C3C=CC(C3)C2C(=O)O)c2ccccc2)cc1 (stereo unspecified)	1%
11	COc1ccc(C(=O)/C=C/c2ccc(OC3CSC3)cc2)cc1OC	-1%
12	CCN(CC)CCCNC(=O)c1cc2nc3c(c(C(F)(F)F)n2n1)CCc1ccccc1-3	?
13	CCCCC(=O)OCc1nc(N)nc(Nc2ccccc2C)n1	3%
14	CC(=O)Nc1ccc(NC(=O)CCSCCc2ccccn2)cc1	-8%
15	CC(C)(C)SCCNC(=O)CN(c1ccccc1)S(=O)(=O)c1ccc(F)cc1	-6%
16	O=c1[nH]nc(Cc2ccc(Cl)cc2)c2ccccc12	4%
17	NC(=O)C1CCN(C(=O)COc2ccc(S(=O)(=O)NCc3ccccc3)cc2Cl)CC1	6%
18	Cc1c(OC(=O)CNC(=O)OC(C)(C)C)ccc2c3c(c(=O)oc12)CCC3	-13%[57.5 µM]
19	Cc1ccccc1-n1c(=O)cc(NCC2CCCO2)[nH]c1=O (stereo unspecified)	-1%
20	O=C(/C=C/c1cccc(Cl)c1)Nn1c(-c2cccs2)nc2ccccc2c1=O	5%
21	COc1cccc(-c2nc(CS(=O)(=O)CC(=O)Nc3cc(C)ccc3C)c(C)o2)c1	1%
22	Cc1ncsc1CCOC(=O)c1ccc(Cl)cc1	-7%
23	C/C=C/C=C/C(=O)Nc1cccc(C2=NOC3(C2)C[C@H](C(N)=O)N(C(=O)CC(c2ccccc2)c2ccccc2)C3)c1 (stereo partly specified)	-8%[57.5 µM]
24	CCOC(=O)c1[nH]c(C)c(C(=O)OCC(=O)N(C)C2CCS(=O)(=O)C2)c1C (stereo unspecified)	-12%
25	CC1CCc2c(sc(/N=C/c3ccco3)c2C(N)=O)C1 (stereo unspecified)	-2%[57.5 µM]
26	O=C1C(=O)N2C(=C1C(=O)N1CCCCCC1)c1ccccc1CC21CCCC1	7%[57.5 µM]
27	Cc1[nH][nH]c(=O)c1C(c1ccc(-c2cccc(Cl)c2)o1)c1c(C)[nH][nH]c1=O	2%[57.5 µM]
28	COc1cc2c(cc1OC)C1(CCCC1)CNC2c1ccc([N+](=O)[O-])cc1 (stereo unspecified)	6%
29	CCOc1ccc(NC(=O)CSc2nnnn2CC(=O)O)cc1	4%
30	CCN(CC)CCCNc1oc(-c2ccccc2[N+](=O)[O-])nc1C#N	10%[57.5 µM]
31	COc1ccc(NC(=O)NCc2ccccn2)cc1	3%
32	CC(=O)NC1C(O)C[C@@](O)(C(=O)O)OC1[C@@H](O)C(O)CO (stereo partly specified)	-8%
33	COc1ccc(-c2cc(-c3nnc(-c4ccncc4)o3)c3ccccc3n2)cc1	6%
34	COC(=O)[C@@]1(Cc2ccc(OC)cc2)[C@H]2c3cc(C(=O)N(C)C)n(Cc4c(CO)[nH]cc(C)c4=O)c3C[C@H]2CN1C(=O)c1ccccc1	4%
35	C=CCN(c1ccccc1Cl)S(=O)(=O)c1cccc(C(=O)NCCc2ccc(OC)cc2)c1	-4%
36	CC(C)C1C(C#N)=C(N)Oc2n[nH]c(-c3ccccc3)c21 (stereo unspecified)	?
37	Cc1ccc(CNC(=O)c2nn(C)c(C)c2[N+](=O)[O-])cc1	8%
38	Fc1ccc(C(c2ccc(F)cc2)N2CCN(C/C=C\c3ccccc3)CC2)cc1	-10%
39	Cc1ccc(C)c(CSc2nnc([C@@H]3CCCN3)o2)c1	2%[57.5 µM]
40	CN(c1ccccc1)S(=O)(=O)c1cccc(NC(=O)COC(=O)C2CCCCC2)c1	0%[57.5 µM]
41	O=C(CCn1cnc2ncccc2c1=O)N1CCN(c2cccc(Cl)c2)CC1	-8%[57.5 µM]
42	COc1ccc(C(C(=O)NCC2CCCO2)N(C(=O)CNC(=O)c2cccs2)c2ccc(C)cc2)cc1OC (stereo unspecified)	-12%
43	CCOC(=O)C(=O)c1csc(NC(=O)CCSc2ccc(C)cc2)n1	-2%
44	CC1CCCN(c2ccc(C(=O)Nc3cccnc3)cc2[N+](=O)[O-])C1 (stereo unspecified)	4%
45	O=C(OCC(=O)c1ccc[nH]1)c1ccccc1	-2%
46	COCCNC(=S)NN=C1CCC(c2ccccc2)CC1 (stereo unspecified)	2%
47	COc1cccc(CNC(=O)c2ccc(CS(=O)(=O)Cc3ccc(C)cc3)o2)c1	0%
48	O=C(NNC(=S)Nc1ccc(Cl)c(Cl)c1)c1cccc([N+](=O)[O-])c1	-3%[57.5 µM]
49	Cc1ccccc1S(=O)(=O)c1cc2ccccc2nc1N	-11%
50	Cc1nn(-c2ccc(F)cc2)c(Cl)c1/C=C/C(=O)OCC(=O)Nc1c(F)c(F)c(F)c(F)c1F	-4%

Sorted by value in ERK EGF block (largest number first): three from the list above
no.	canonical_smiles	ERK EGF block
31	COc1ccc(NC(=O)NCc2ccccn2)cc1	3%
43	CCOC(=O)C(=O)c1csc(NC(=O)CCSc2ccc(C)cc2)n1	-2%
35	C=CCN(c1ccccc1Cl)S(=O)(=O)c1cccc(C(=O)NCCc2ccc(OC)cc2)c1	-4%

(cont.)
no.	canonical_smiles	ERK EGF block
51	COc1ccc(S(=O)(=O)N(C)C)cc1NC(=O)Cc1c[nH]c2ccccc12	-6%
52	CCOc1ccc2nc(SCCNS(=O)(=O)c3ccccc3)sc2c1	1%
53	CC1(C)CC(=O)C=C(C(=O)N2CCCC(C(=O)c3cccc(Cl)c3)C2)O1 (stereo unspecified)	-3%
54	CC(C)[n+]1ccn(C2=C([O-])c3ccccc3C(=O)/C2=N\S(=O)(=O)c2ccccc2)c1	-8%[57.5 µM]
55	S=C(NCCN1CCCCC1)Nc1ccc(Br)cc1	-13%[57.5 µM]
56	CN1CCN(c2nc3c(c(=O)[nH]c(=O)n3C)n2CCSc2nc3ccccc3s2)CC1	9%
57	O[C@@H]1[C@@H]2c3cc4c(cc3CN3CCC(=C[C@@H]1O)[C@H]23)OCO4	3%[25.7 µM]
58	O=C(Nc1ccccc1)c1ccsc1	20%
59	CC1CCN(Cc2c(C(=O)O)nnn2-c2nonc2N)CC1	-9%
60	COc1ccc(CNCCC2(Cc3ccccc3)CC(C)N(C)CC2C)cc1OC (stereo unspecified)	-9%
61	C=CCn1nc(-c2ccccc2)c2c(C)onc2c1=O	-7%
62	CCC(NC(=O)c1ccc(C#CC2(O)CCCCC2)cc1)C(=O)O (stereo unspecified)	-6%
63	Cc1sc(NC(=O)c2ccccc2)c(C(c2ccc(Cl)cc2)N2CCN(CCO)CC2)c1C (stereo unspecified)	5%
64	CCOC(=O)c1cccc(NC(=O)c2ccc(N(C)C)cc2)c1	?
65	CCOC(=O)c1sc(NC(=O)c2ccc(OC)cc2)nc1C	-3%
66	CC(C)N(Cc1nccn1C)C(=O)CCc1nnc(CCCc2ccccc2)o1	-2%
67	CC(=O)c1ccc(S(=O)(=O)Nc2cccc(-c3ccc4nncn4n3)c2)cc1	-5%
68	Cc1ccc(C(=O)Nc2ccc(N3CCN(C)CC3)nc2)cc1	-3%
69	Cc1nn(C)c(Sc2ccccc2N)c1[N+](=O)[O-]	9%
70	Cc1cccc(N2CCN(C(=O)C3CCN(S(=O)(=O)c4c(C)noc4C)CC3)CC2C)c1 (stereo unspecified)	2%
71	CCN(CC)C(=O)Cn1ccc(NC(C)=O)nc1=O	-4%[57.5 µM]
72	Cc1ccc(NC(=O)Cn2c(O)c(N=NS(=O)(=O)c3ccc(C)cc3)c3ccccc32)cc1	3%
73	Cc1ccc(CN2CCN(Cc3c[nH]c4ccccc34)CC2CCO)o1 (stereo unspecified)	3%
74	CCC1C(=O)N=C(SCC(=O)Nc2nc3ccccc3s2)NC1=O (stereo unspecified)	-3%
75	O=C(C1CC1)N1CCc2sccc2C1c1ccc(Cl)cc1 (stereo unspecified)	?
76	O=C(O)Cc1csc(Nc2cccc(Cl)c2)n1	-3%

By substructure: the entries above with a halogen
no.	canonical_smiles	ERK EGF block
2	C/C(=N\NC(=O)CCCOc1ccc(Cl)cc1C)c1ccc(C)o1	18%
6	O=C(CCc1nnc(CCc2ccccc2)o1)NC(c1cccnc1)C(F)(F)F (stereo unspecified)	-3%[57.5 µM]
12	CCN(CC)CCCNC(=O)c1cc2nc3c(c(C(F)(F)F)n2n1)CCc1ccccc1-3	?
15	CC(C)(C)SCCNC(=O)CN(c1ccccc1)S(=O)(=O)c1ccc(F)cc1	-6%
16	O=c1[nH]nc(Cc2ccc(Cl)cc2)c2ccccc12	4%
17	NC(=O)C1CCN(C(=O)COc2ccc(S(=O)(=O)NCc3ccccc3)cc2Cl)CC1	6%
20	O=C(/C=C/c1cccc(Cl)c1)Nn1c(-c2cccs2)nc2ccccc2c1=O	5%
22	Cc1ncsc1CCOC(=O)c1ccc(Cl)cc1	-7%
27	Cc1[nH][nH]c(=O)c1C(c1ccc(-c2cccc(Cl)c2)o1)c1c(C)[nH][nH]c1=O	2%[57.5 µM]
35	C=CCN(c1ccccc1Cl)S(=O)(=O)c1cccc(C(=O)NCCc2ccc(OC)cc2)c1	-4%
38	Fc1ccc(C(c2ccc(F)cc2)N2CCN(C/C=C\c3ccccc3)CC2)cc1	-10%
41	O=C(CCn1cnc2ncccc2c1=O)N1CCN(c2cccc(Cl)c2)CC1	-8%[57.5 µM]
48	O=C(NNC(=S)Nc1ccc(Cl)c(Cl)c1)c1cccc([N+](=O)[O-])c1	-3%[57.5 µM]
50	Cc1nn(-c2ccc(F)cc2)c(Cl)c1/C=C/C(=O)OCC(=O)Nc1c(F)c(F)c(F)c(F)c1F	-4%
53	CC1(C)CC(=O)C=C(C(=O)N2CCCC(C(=O)c3cccc(Cl)c3)C2)O1 (stereo unspecified)	-3%
55	S=C(NCCN1CCCCC1)Nc1ccc(Br)cc1	-13%[57.5 µM]
63	Cc1sc(NC(=O)c2ccccc2)c(C(c2ccc(Cl)cc2)N2CCN(CCO)CC2)c1C (stereo unspecified)	5%
75	O=C(C1CC1)N1CCc2sccc2C1c1ccc(Cl)cc1 (stereo unspecified)	?
76	O=C(O)Cc1csc(Nc2cccc(Cl)c2)n1	-3%

An excerpt, so the mix of outcomes need not match the whole.
